# Compound activity: PubChem, National Center for Advancing Translational Sciences (NCATS)
# HepG2 tox = kills HepG2 cells in TGF-b inhibitor counter-screen; HepG2 CAGA-GFP viability, ATP luminescence, 18 h; Potency, µM (top dose mostly 46.1 µM), inactives show top-dose activity change, negative = cytotoxicity, most hits filed as cytotoxic; actives 0.76% (n = 410,000); note: potency is the fitted concentration of half-maximal effect; some results filed as inactive show a strong effect at the top dose
#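 CellTiter-Glo luminescence gave cytotoxicity after 18 hours at 37 degrees C. The cells were HepG2 CAGA-GFP in 1% FBS DMEM, stimulated with 500 pg/mL TGF-beta after compound addition. %Activity was normalised to no-cell wells (complete cell-killing) and DMSO (no toxicity), and curves were fitted and classified.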
# EPAC2 ag = agonists of human EPAC2 (RAPGEF4) | Q8WZA2 | EPAC2 activation, biochemical qHTS; response scale: 100% = 6.5 mM cAMP response | AID 720711 | Potency, µM (highest dose often 154 µM), for inactives: at the top dose activation, most hits filed as activators | actives 0.079% (n = 360,000); note: potency is the fitted concentration of half-maximal effect; nearly all actives have a fitted effect of over 50% in size
# Target sequence (Q8WZA2 whole entry, looked up): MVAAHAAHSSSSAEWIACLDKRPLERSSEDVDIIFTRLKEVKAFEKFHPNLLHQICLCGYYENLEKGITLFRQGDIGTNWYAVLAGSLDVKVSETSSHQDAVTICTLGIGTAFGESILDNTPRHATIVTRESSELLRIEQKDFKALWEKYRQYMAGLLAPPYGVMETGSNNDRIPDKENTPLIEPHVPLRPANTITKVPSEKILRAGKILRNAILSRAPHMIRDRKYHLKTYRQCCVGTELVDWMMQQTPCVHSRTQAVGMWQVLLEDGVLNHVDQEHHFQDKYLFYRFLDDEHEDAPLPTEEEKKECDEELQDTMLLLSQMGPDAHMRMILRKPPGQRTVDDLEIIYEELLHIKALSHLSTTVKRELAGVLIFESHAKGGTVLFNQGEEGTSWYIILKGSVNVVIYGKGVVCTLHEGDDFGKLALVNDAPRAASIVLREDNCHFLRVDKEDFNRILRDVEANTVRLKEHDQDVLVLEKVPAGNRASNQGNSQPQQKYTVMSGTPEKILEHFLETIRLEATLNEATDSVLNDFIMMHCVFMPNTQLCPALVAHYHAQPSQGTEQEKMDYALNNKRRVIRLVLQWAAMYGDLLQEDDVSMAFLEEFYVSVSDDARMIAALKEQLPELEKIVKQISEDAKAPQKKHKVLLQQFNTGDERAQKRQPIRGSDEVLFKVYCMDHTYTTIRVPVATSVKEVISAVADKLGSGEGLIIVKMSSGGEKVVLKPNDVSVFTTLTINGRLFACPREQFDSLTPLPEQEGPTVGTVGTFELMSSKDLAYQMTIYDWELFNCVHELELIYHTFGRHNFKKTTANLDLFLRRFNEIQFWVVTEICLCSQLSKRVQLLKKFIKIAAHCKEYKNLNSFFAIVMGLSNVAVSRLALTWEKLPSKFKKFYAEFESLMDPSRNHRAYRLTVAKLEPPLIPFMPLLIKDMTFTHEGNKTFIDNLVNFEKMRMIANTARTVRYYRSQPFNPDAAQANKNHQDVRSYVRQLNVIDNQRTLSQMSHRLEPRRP
#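 Compounds were added across a concentration range to EPAC2 (100 nM), RAP1B-BODIPY-GDP (250 nM) and GDP (50 uM). After 5 min at room temperature, fluorescence was recorded at 5-min intervals for 30 min.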
# IL-2 act = activates IL-2 in a cell-based reporter assay | actives 0.065% (n = 360,000) | AID 652025 | IL-2 activation reporter assay, cell-based qHTS; stimulated with anti-CD3/CD4/CD28 beads; in transgenic mouse T cells | activation, % (series mostly up to about 46 µM); in the data active = activation above about 50%; inconclusive = mostly about 30% to 49%; note: 0% is about no effect
#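 Screening format: compound pinned onto unstimulated transgenic mouse T cells, 60 min incubation, then anti-CD3/anti-CD4/anti-CD28 bead stimulation for 18 hours at 37 degrees C, followed by EGFP and DsRed detection.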
# S2 tox = reduces viability in counter-screen for ATXN expression inhibitors | Potency, µM (titrated, usually from 56.7 µM), hits mostly cytotoxic | AID 651635 | S2 cells (HEK-293 line with an ATXN2-luciferase reporter) viability, CellTiter-Fluor protease fluorescence, 24 h | actives 0.49% (n = 400,000); note: potency is the fitted concentration of half-maximal effect; nearly all actives have a fitted effect of over 40% in size
# TGFb inhibitor = inhibitors of TGF-b signaling. AID 588855. HepG2 CAGA-GFP TGF-b/SMAD3 reporter, GFP fluorescence, 18 h; TGF-beta stimulated, 500 pg/mL final. Potency, µM (highest dose often 46.1 µM), inactives show at the top dose activity, negative = inhibition, hits mostly inhibitors. actives 1.2% (n = 410,000); note: potency is the fitted concentration of half-maximal effect; % is set by controls: 0 for no effect and ±100 for the full control effect; nearly all actives have a fitted effect of over 65% in size
#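 First, reporter cells (HEPG2 CAGA-GFP) rested 2 h at 37 degrees C. Next, compounds were pinned in and TGF-beta added to 500 pg/mL final. After 18 h, GFP was imaged per cell and summed per well.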
# Nrf2 block = blocks Nrf2 signaling; A549 ARE-Fluc reporter, luciferase luminescence, 18-24 h; Potency, µM (highest dose often 46 µM), inactives show at the top dose activity change, negative = inhibition, usual class: inhibitors; actives 2.1% (n = 360,000); note: potency is the fitted concentration of half-maximal effect; % is set by controls: 0 for no effect and ±100 for the full control effect; nearly all actives have a fitted effect of over 60% in size
#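 Cells were seeded and rested 2 h, then exposed to compounds for 18-24 h. CellTiter-Fluor was read first as a viability measure. BugLite was added 15 min before the final luminescent read of ARE-luciferase activity in A549 cells.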
# Nrf2 activator = activators of Nrf2 (ARE) signaling; Potency, µM (series often up to 46.1 µM), without a hit: top-dose activation, most hits filed as activators; AREc32 ARE-luciferase reporter (MCF7-derived line), luminescence, 24 h; actives 0.31% (n = 410,000); AID 624171; note: potency is the fitted concentration of half-maximal effect; % of control where 0% means no effect; nearly all actives have a fitted effect of over 65% in size
#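 AREc32_Fluc, 1000 cells/well, OPTI-MEM + 5% FBS, o/n 37 deg C 5% CO2; 23 nL cpd by pin tool, 24 hr; Steady-Glo 30 min RT, luminescence.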
# ATXN2 expr inh = reduces ATXN2 reporter expression in HEK-293 cells. HEK-293 ATXN2-luciferase reporter, luminescence, 24 h. Potency, µM (series often up to 57 µM), without a hit: at the highest dose activity change, negative = inhibition, most hits filed as inhibitors. actives 0.72% (n = 360,000). AID 1745845; note: potency is the fitted concentration of half-maximal effect; % is set by controls: 0 for no effect and ±100 for the full control effect; nearly all actives have a fitted effect of over 55% in size
#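 qHTS (up to 57 uM final) was run with 24 h compound exposure of reporter cells at 37 °C. Each well was multiplexed: SteadyGlo luminescence measured ATXN2-luciferase expression after a fluorogenic Gly-Phe-AFC viability readout (25 uM final).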
# A549 viability = counter-screen for Nrf2 inhibitors: cytotoxicity in A549 cells. Potency, µM (top dose mostly 46 µM), for inactives: top-dose activity change, negative = cytotoxicity, usual class: inhibitors. AID 504648. actives 0.16% (n = 390,000). A549 ARE-Fluc cells, CellTiter-Fluor viability, 18-24 h; note: potency is the fitted concentration of half-maximal effect; % is set by controls: 0 for no effect and ±100 for the full control effect
#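 A549 ARE_Fluc cells in 5% FBS OPTI-MEM were exposed to compounds in concentration-response for 18-24 h at 37 deg C. Viability was read by CellTiter-Fluor fluorescence (Ex 405/Em 525) after 30 min, before the luciferase read.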
# Starred values were filed as active, the others as inactive; i = inactive; u = inconclusive; x = not tested or not shown; [ ] = another dose, or the depositor's remark. Unless noted, calls come from the whole dose curve; as a rule, active = well fitted curve in the direction sought with a large enough effect; inconclusive = small, poorly fitted or top-dose-only effect, or another doubt; inactive = no such curve, though single readings can be large; an effect the other way counts as inactive or inconclusive. This is a random part of the collection. About 4.3% of those tested had a hit in this group.
SMILES,HepG2 tox,EPAC2 ag,IL-2 act,S2 tox,TGFb inhibitor,Nrf2 block,Nrf2 activator,ATXN2 expr inh,A549 viability
CCN(CC(=O)NCc1cccs1)C(=O)c1ccc(S(=O)(=O)Nc2ccccc2OC)cc1,-8%,9%,-2.7,i,-9%,1%,-0.3%,-15%,-3%
CC(C)(C)n1nc2c(c1NC(=O)c1c(F)cccc1F)CS(=O)(=O)C2,13%,2%,-1.9,i,5%,8%,0.1%,4%,-4%
O=C(CN1CCN(S(=O)(=O)c2ccc(F)c(F)c2)CC1)Nc1ccccc1C(=O)NC1CC1,0%,0%,-0.5,u,5%,0%,-0.2%,-6%,1%
O=C(NCCN1CCOCC1)c1c(O)nc2sccn2c1=O,2%,3%,1.3,i,-1%,-4%,0.4%,-7%,5%
COc1cccc2c1OCC(CN1CCN(Cc3ccccc3F)C(CCO)C1)=C2 (stereo not given),-24%,4%,-0.6,i,-19%,-7%,4.0%,-5%,-3%
O=C(c1ccc2c(Cl)c3c(nc2c1)CCCC3)N1CCN(c2cccc(Cl)c2)CC1,3%,x,x,i,u,-12%,-0.7%,3%,-6%
Cc1ccccc1OCCC(=O)NNC(=O)COc1cccc(F)c1,4%,-2%,-4.0,i,4%,-3%,-0.4%,8%,1%
COc1cccc(CNC(=O)C(=O)NCCc2ccc(OC)c(OC)c2)c1,-8%,2%,6.3,i,0%,-7%,0.6%,-9%,-7%
O=[N+]([O-])c1c(C(Cl)Cl)nn(-c2ccccc2)c1N1CCCC1,-33%,22%,-0.7,i,u,-16%,0.3%,-18%,-22%
Cc1ccccc1OCC(O)Cn1c(NCc2ccco2)nc2c1c(=O)[nH]c(=O)n2C (stereo not given),-16%,2%,-2.1,i,u,-27%,5.8%,3%,7%
COc1c(C)cc(S(=O)(=O)NCCc2c(C)[nH]c3ccccc23)c(C)c1C,-44%,x,x,i,u,u,4.7%,-23%,-7%
Cc1ccc(-c2cc3ncc(C#N)c(N)n3n2)cc1,-6%,11%,0.1,i,2%,u,7.6%,x,0%
C[C@@H](C(=O)NCc1ccccc1)[C@H]1C[C@]1(C)[C@H](NC(=O)OCc1ccccc1)c1ccccc1,-10%,10%,-2.2,u,u,u,-2.4%,u,-21%
Cc1ccc(S(=O)(=O)C(CNS(=O)(=O)c2ccc(F)c(C)c2)c2cccs2)cc1 (stereo not given),-24%,x,x,x,u,x,13%,x,-6%
COc1ccc(C2(c3ccc(OC)cc3)NC(=O)N(CC(=O)Nc3ccc(N4CCOCC4)cc3)C2=O)cc1,4%,-3%,0.8,i,-23%,-19%,-0.3%,18%,-9%

# An excerpt from above in order of count of non-hydrogen atoms, smallest number first.
SMILES,HepG2 tox,EPAC2 ag,IL-2 act,S2 tox,TGFb inhibitor,Nrf2 block,Nrf2 activator,ATXN2 expr inh,A549 viability
Cc1ccc(-c2cc3ncc(C#N)c(N)n3n2)cc1,-6%,11%,0.1,i,2%,u,7.6%,x,0%
O=C(NCCN1CCOCC1)c1c(O)nc2sccn2c1=O,2%,3%,1.3,i,-1%,-4%,0.4%,-7%,5%
CC(C)(C)n1nc2c(c1NC(=O)c1c(F)cccc1F)CS(=O)(=O)C2,13%,2%,-1.9,i,5%,8%,0.1%,4%,-4%
COc1c(C)cc(S(=O)(=O)NCCc2c(C)[nH]c3ccccc23)c(C)c1C,-44%,x,x,i,u,u,4.7%,-23%,-7%
Cc1ccc(S(=O)(=O)C(CNS(=O)(=O)c2ccc(F)c(C)c2)c2cccs2)cc1 (stereo not given),-24%,x,x,x,u,x,13%,x,-6%
COc1cccc2c1OCC(CN1CCN(Cc3ccccc3F)C(CCO)C1)=C2 (stereo not given),-24%,4%,-0.6,i,-19%,-7%,4.0%,-5%,-3%
Cc1ccccc1OCC(O)Cn1c(NCc2ccco2)nc2c1c(=O)[nH]c(=O)n2C (stereo not given),-16%,2%,-2.1,i,u,-27%,5.8%,3%,7%
O=C(CN1CCN(S(=O)(=O)c2ccc(F)c(F)c2)CC1)Nc1ccccc1C(=O)NC1CC1,0%,0%,-0.5,u,5%,0%,-0.2%,-6%,1%
C[C@@H](C(=O)NCc1ccccc1)[C@H]1C[C@]1(C)[C@H](NC(=O)OCc1ccccc1)c1ccccc1,-10%,10%,-2.2,u,u,u,-2.4%,u,-21%
COc1ccc(C2(c3ccc(OC)cc3)NC(=O)N(CC(=O)Nc3ccc(N4CCOCC4)cc3)C2=O)cc1,4%,-3%,0.8,i,-23%,-19%,-0.3%,18%,-9%

# (listing goes on)
SMILES,HepG2 tox,EPAC2 ag,IL-2 act,S2 tox,TGFb inhibitor,Nrf2 block,Nrf2 activator,ATXN2 expr inh,A549 viability
COC(=O)c1[nH]c2ccc(Cl)cc2c1NC(=O)c1ccccc1[N+](=O)[O-],-15%,10%,3.8,u,0%,u,4.4%,x,6%
CCCCCCCCOC1OC(CO)C(O)C(O)C1NC(C)=O (stereo not given),1%,7%,3.3,i,-5%,u,0.3%,5%,-8%
COc1ccc(C2CC(=O)n3c(nc4ccccc43)S2)cc1OC (stereo not given),6%,0%,-0.7,i,6%,4%,-0.4%,-1%,-11%
Cn1c(SCC(=O)NCc2ccco2)nnc1-c1c[nH]c2ccccc12,2%,-5%,0.9,i,-1%,u,18%,5%,4%
N#Cc1cc2c(nc1SCC(=O)Nc1sc3c(c1C#N)CCC3)CCCCCC2,-18%,13%,-0.7,i,-1%,-23%,0.3%,-14%,-14%
COCCC(=O)N1CCC(Oc2ccc(C(=O)NCCc3cnn(C)c3)cc2)CC1,-44%,25%,-1.4,i,14%,-7%,-0.4%,3%,2%
N/C(=N\OC(=O)CC1CCCCC1)c1ccccc1,-5%,3%,0.9,i,18%,14%,2.6%,6%,9%
CN1CCC(=NNc2ccc(S(=O)(=O)N3CCOCC3)cc2[N+](=O)[O-])CC1,2%,-7%,0.3,u,10%,-15%,1.0%,-4%,-16%
CCOc1ncccc1C(=O)NCCc1ccc(Cl)cc1,-29%,1%,-1.1,i,-19%,-26%,-0.9%,3%,3%
CCC(=O)N(Cc1cc2cccc(C)c2[nH]c1=O)c1ccccc1OC,4%,-1%,-1.2,i,4%,1%,-0.1%,8%,-4%
CC#CCc1cc2ccccc2c(=O)o1,1%,2%,-0.3,i,1%,9%,4.5%,9%,-9%
CCOC(=O)c1cn(CC(=O)Nc2ccc3c(c2)OCCO3)nn1,-20%,-3%,-0.7,i,-26%,-17%,0.0%,4%,-2%
Nc1c(N=Nc2cccc(Cl)c2)c(=O)[nH]n1-c1ccccc1,8%,-5%,-0.5,u,-2%,4%,0.6%,2%,-25%
O=C(Cc1ccccc1F)Nc1nc(-c2cccnc2)cs1,2%,1%,1.1,i,0%,2%,2.2%,x,-1%
O=C(NC(=S)N1CCOCC1)c1ccccc1Cl,3%,8%,-1.8,i,-24%,-3%,-0.3%,-10%,-5%
N=c1c(C(=O)NCC2CCCO2)cc2c(=O)n3ccccc3nc2n1Cc1ccccc1Cl (stereo not given),-3%,8%,-5.5,x,-27%,u,-0.3%,u,7%
CS(=O)(=O)c1ccc2nc(NC(=O)CN3C(=O)NC4(CCCC4)C3=O)sc2c1,3%,2%,-1.8,i,-24%,8%,0.3%,-3%,6%
COc1ccc(NC(=O)COc2ccccc2F)cc1S(=O)(=O)N1CCCCC1,-16%,2%,-4.2,i,-2%,u,3.0%,-4%,-8%
CCC(c1nnnn1-c1ccc2c(c1)OCCO2)N1CCN(C)CC1 (stereo not given),x,4%,-0.5,i,x,x,-0.7%,18%,x
O=C(Cn1cc2c(n1)CCCCC2)Nc1c(F)cc(F)cc1Br,12%,3%,-1.4,i,8%,-11%,1.0%,-2%,3%
CCOC(=O)c1cc(CC)sc1NC(=O)COC(=O)C1CCC1,0%,7%,-3.9,i,6%,3%,0.4%,-15%,-7%
COc1cccc(C(c2sc3nc(-c4ccco4)nn3c2O)N2CCC(O)CC2)c1 (stereo not given),-5%,x,x,i,-20%,x,8.1%,16%,1%
COc1ccc(-n2c(SCc3ccc(C#N)cc3)nnc2-c2ccccn2)cc1,7%,9%,-1.7,i,u,-12%,-0.8%,3%,2%
O=C(CN1C(=O)CCC1=O)c1ccc(-c2ccccc2)cc1,5%,1%,1.0,i,-1%,u,5.6%,17%,4%
O=C(NNC(=O)C1CCCO1)c1ccc(Cl)cc1 (stereo not given),14%,2%,-2.6,i,-2%,2%,0.2%,7%,u
CN(C)/C=C/C(=O)c1cccc(Oc2ncccn2)c1,11%,-1%,-3.4,i,u,2%,3.8%,3%,-1%
O=C1/C(=C/c2ccc([N+](=O)[O-])cc2)C=C(c2ccccc2)N1c1ccc(O)cc1,-9%,1%,0.1,u,9%,u,0.2%,20µM*,u
COCCNC(=O)C(c1cccs1)N(CCc1ccccc1)C(=O)Cn1nnc2ccccc21 (stereo not given),0%,5%,-2.9,i,-24%,-19%,-0.1%,-6%,-13%
Cc1ccc(C)c(OCCCN2CCc3ccccc3C2)c1,-29%,4%,-2.3,i,1%,-5%,0.0%,-6%,-2%
CCOC(=O)c1c(NC(=O)c2nn(CC)cc2Br)sc(C)c1C,-15%,3%,-1.9,u,-14%,-14%,-0.1%,-22%,-2%[1.84 µM]
COc1ccc(CN2CCOCC2)cc1Br,-3%,15%,-1.7,i,2%,18%,0.2%,6%,-3%
COc1ccc(-c2csc(Nc3cccnc3)n2)cc1OC,-20%,2%,5.1,i,-4%,u,3.3%,17%,-3%
